# Screening data as filed in PubChem.
# S-ASM inh: Inhibitors of Secretory Acid Sphingomyelinase (S-ASM): qHTS; placental ASM, HMU-PC fluorogenic substrate, 60 min; Potency, µM (titrated, usually from 57.5 µM), inactives show at the top dose activity change, negative = inhibition, usual class: inhibitors; hit rate 0.006% among 340,000; AID 504937, 2011; also: potency is read from the fitted curve at half-maximal effect
#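 HMU-PC0 cleavage (9 uM final) by human placental ASM, 60 min at 37 °C following 10 min compound exposure at RT; stopped at pH 10, fluorescence Ex 386/Em 447 nm.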
# Mito fusion yeast: qHTS Assay for Small Molecule Inhibitors of Mitochondrial Division or Activators of Mitochondrial Fusion | S. cerevisiae fusion-defective mutant growth rescue, CellTiterGlo 48 h | Potency, µM (top dose mostly 46.1 µM), for the others: top-dose growth rescue (activation), hits mostly activators | hit rate 0.23% among 320,000;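 also: potency is read from the fitted curve at half-maximal effect; % of control where 0% means no effect; nearly all actives have a fitted effect of over 45% in size; temperature-sensitive fusion mutants such as fzo1-1 at 37 °C on non-fermentable ethanol glycerol medium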
#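 Read-out: ATP-based luminescence (CellTiterGlo, 10 min ambient) reporting growth of fusion-defective ts yeast after 48 hours at 37C on glycerol/ethanol YPEG medium in the presence of compound.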
# a7 integrin act: qHTS for Activators of Integrin-Mediated Alleviation for Muscular Dystrophy | alpha7betagal myoblasts, beta-gal FDG fluorescence, 48 h | Potency, µM (highest dose often 38.3 µM), without a hit: at the highest dose activation, hits mostly activators | hit rate 0.064% among 350,000 | AID 624291, 2012;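 also: potency is read from the fitted curve at half-maximal effect; 100% = response of the positive control SU9516; nearly all actives have a fitted effect of over 60% in size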
#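 Alpha7betagal+/- myoblasts (passage 13) were plated 16-24 hr, then exposed to compounds (1:260 dilution of DMSO stock) for 48 hours at 37C. After MPER lysis, β-galactosidase reporter activity was read as FDG fluorescence (ex 480/em 540) after 30 minutes.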
# A-T KAP1 phos: qHTS Assay for Identifying a Potential Treatment of Ataxia-Telangiectasia | […] A-T fibroblasts, KAP-1 phosphorylation AlphaLISA; neocarzinostatin DNA damage 30 min before lysis | Potency, µM (highest dose often 57.5 µM), for inactives: top-dose activation, most hits filed as activators | hit rate 0.19% among 320,000 | AID 485349, 2010; also: potency is read from the fitted curve at half-maximal effect; % of control where 0% means no effect; nearly all actives have a fitted effect of over 45% in size
#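 hTERT-immortalized A-T patient fibroblasts ([…]), 500 cells/well in OPTI-MEM, 1% FBS, got compounds for 60 min, then NCS for 30 min at 37C. Lysates were then assayed for phospho-KAP-1 by AlphaLISA (anti-pKAP1 donor, anti-KAP1 acceptor beads), 6 hr at 25C.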
# MLL CXXC-DNA inh: qHTS Fluorescence Polarization Assay for Inhibitors of MLL CXXC domain - DNA interaction | MLL-CXXC / FITC-HOXA9 DNA fluorescence polarization | hit rate 0.037% among 290,000 | Potency, µM (top dose mostly 115 µM), for inactives: at the highest dose activity change, negative = inhibition, actives largely listed as inhibitors | Histone-lysine N-methyltransferase 2A (Homo sapiens), Q03164; active = well fitted inhibition curve with a large enough effect in the polarisation, with a control signal flat, not every such curve was filed as active; inconclusive = small, poorly fitted or top-dose-only effect, or effect the other way, or a change in a side signal; inactive = no such curve, though single readings can be large or run the other way; the % refers to the polarisation; also: potency is read from the fitted curve at half-maximal effect
#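 Purified MLL-CXXC (added from a 7 uM solution) was preincubated 5 min at ambient with pinned compounds in 50 mM Tris-HCl pH 7.5, 50 mM NaCl, 1 mM DTT, 0.05% BSA. Fluorescein-labeled HOX-A9 DNA (50 nM solution) followed, 30 min, then polarization read.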
# MBNL1-CUG inh: qHTS Assay for Inhibitors of MBNL1-poly(CUG) RNA binding; hit rate 0.036% among 280,000; Potency, µM (titrated, usually from 57.5 µM), for inactives: at the highest dose activity change, negative = inhibition, most hits filed as inhibitors; TR-FRET MBNL1-His/biotin-(CUG)12 binding, 665/545 ratio; active = well fitted inhibition curve with a large enough effect in the signal ratio, with a control signal flat, not every such curve was filed as active; inconclusive = small, poorly fitted or top-dose-only effect, or effect the other way, or a change in a side signal; inactive = no such curve, though single readings can be large or run the other way; the % refers to the signal ratio; also: potency is read from the fitted curve at half-maximal effect; % is scaled to controls: 0 for no effect and ±100 for the full control effect
#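 Compounds (final 92 nM to 58 uM) are added to His-tagged MBNL1 and biotin-(CUG)12, then terbium anti-His antibody and streptavidin-XL665 (5 nM final). After 60 min at room temperature, the 665/545 nm ratio is read.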
# TSHR antag: Antagonists of the Thyroid Stimulating Hormone Receptor: HTS campaign | Thyrotropin receptor (Homo sapiens), P16473 | hit rate 0.2% among 330,000 | TSHR-expressing cells, TSH-stimulated cAMP HTRF, 2 h; active compounds read low | activity change, negative = inhibition, % at 11.5 µM | AID 504810, 2011;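 active = activity change below a set negative limit, meaning inhibition stronger than a set level, cut at about -70% in these data; inconclusive = activity change between two set negative limits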; also: % is scaled to controls: 0 for no effect and ±100 for the full control effect
# Target sequence (P16473 whole entry, looked up): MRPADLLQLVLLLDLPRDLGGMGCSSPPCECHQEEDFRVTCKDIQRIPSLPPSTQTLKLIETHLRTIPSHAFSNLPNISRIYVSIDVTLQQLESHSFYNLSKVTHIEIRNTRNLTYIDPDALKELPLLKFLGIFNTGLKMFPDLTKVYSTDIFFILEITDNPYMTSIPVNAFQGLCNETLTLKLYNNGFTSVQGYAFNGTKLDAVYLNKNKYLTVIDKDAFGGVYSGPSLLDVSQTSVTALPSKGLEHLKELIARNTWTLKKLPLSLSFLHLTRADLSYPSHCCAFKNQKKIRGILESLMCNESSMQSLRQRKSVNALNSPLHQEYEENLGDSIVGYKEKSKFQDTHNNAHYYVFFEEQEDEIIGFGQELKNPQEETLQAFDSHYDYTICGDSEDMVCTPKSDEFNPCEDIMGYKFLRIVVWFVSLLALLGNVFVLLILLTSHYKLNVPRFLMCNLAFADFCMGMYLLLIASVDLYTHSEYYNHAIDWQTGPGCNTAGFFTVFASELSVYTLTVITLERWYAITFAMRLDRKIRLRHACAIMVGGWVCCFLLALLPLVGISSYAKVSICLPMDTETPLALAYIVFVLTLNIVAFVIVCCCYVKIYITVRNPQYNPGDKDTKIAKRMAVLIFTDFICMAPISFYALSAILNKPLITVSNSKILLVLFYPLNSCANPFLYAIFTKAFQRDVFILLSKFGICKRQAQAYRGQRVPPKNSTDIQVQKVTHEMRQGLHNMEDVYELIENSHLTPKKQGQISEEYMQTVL
#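 Competitive HTRF cAMP read-out (cryptate anti-cAMP antibody, cAMP-d2; 30 min, room temperature) in freshly harvested TSHR cells. Compounds added before TSH at EC80 (4nM final), followed by 2 hours' incubation at 37 deg C.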
# TCR activator: Activators of T cell receptors: qHTS campaign; primary human leukocytes, anti-CD3, IL-2 HTRF, 48 h; Potency, µM (series often up to 9.22 µM), for the others: top-dose activation of IL-2 secretion, most hits filed as activators; 330,000 tested, under 10 active; also: % of control where 0% means no effect
#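 Using a-CD3 beads without co-stimulation, primary human leukocytes were exposed to compounds for 48 hr. An HTRF IL-2 kit measured the cytokine, with europium-to-d2 energy transfer producing emission at 665nm upon 320nm excitation.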
# PTAP TSG101 blk: qHTS Assay for Iinhibitors of HIV-1 Budding by Blocking the Interaction of PTAP/TSG101; Potency, µM (top dose mostly 115 µM), for the others: at the top dose activity change, negative = inhibition, hits mostly inhibitors; Tumor susceptibility gene 101 protein (Homo sapiens), Q99816; 340,000 tested, under 10 active; Fluorescence polarization, FITC-PTAP peptide / Tsg101 binding; active = well fitted inhibition curve with a large enough effect in the main read-out, with a control signal flat, not every such curve was filed as active; inconclusive = small, poorly fitted or top-dose-only effect, or effect the other way, or a change in a side signal; inactive = no such curve, though single readings can be large or run the other way; also: potency is read from the fitted curve at half-maximal effect; % of control where 0% means no effect
#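 Fluorescence polarization binding of Tsg101 binding domain (10 uM final) to FITC-labeled PTAP peptide (50 nM final) in HEPES pH 7.5 buffer with NaCl, Tween 20, EDTA, TCEP. Compounds added before peptide; binding 20 min at RT.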
# Menin MLL FP TR: qHTS Assay for Inhibitors Targeting the Menin-MLL Interaction in MLL Related Leukemias: Competition With Texas Red Labeled MLL-derived Mutant Peptide | AID 1768, 2009 | Menin + Texas Red MLL mutant peptide, fluorescence polarization | Potency, µM (titrated, usually from 61.6 µM), without a hit: at the top dose FP activity change, negative = inhibition, actives largely listed as inhibitors | hit rate 0.23% among 270,000 | O00255; active = well fitted inhibition curve with a large enough effect in the polarisation, with a control signal flat, not every such curve was filed as active; inconclusive = small, poorly fitted or top-dose-only effect, or effect the other way, or a change in a side signal; inactive = no such curve, though single readings can be large or run the other way; the % refers to the polarisation; also: potency is read from the fitted curve at half-maximal effect; % of control where 0% means no effect; many of its hits are not listed in these tables
# Numbers without * were called inactive; i = inactive; ? = inconclusive; / = not tested or not shown; & = joins results of further samples; [ ] = another dose, or the depositor's remark. Unless noted, calls follow the shape of the dose curve; as a rule, active = well fitted curve in the direction sought with a large enough effect; inconclusive = small, poorly fitted or top-dose-only effect, or another doubt; inactive = no such curve, though single readings can be large; an effect the other way counts as inactive or inconclusive.
mol	S-ASM inh	Mito fusion yeast	a7 integrin act	A-T KAP1 phos	MLL CXXC-DNA inh	MBNL1-CUG inh	TSHR antag	TCR activator	PTAP TSG101 blk	Menin MLL FP TR
CCN1C(=O)c2cccc3c(S(=O)(=O)N4CCC(C)CC4)ccc1c23	329%[activator]	12%	8%	?	/	/	-20	0%	0%	/
COC(=O)C1=C(C)N(CCc2cc(OC)c(OC)c(OC)c2)C(=O)N[C@H]1c1cccs1	/	3%	/	-12%	5%	-21%	4	/	/	-7%&-1%
COc1ccc(C2CC(c3ccccc3)=NN2C(=O)COC(=O)c2nc3nccc(C)n3n2)cc1 (stereo not drawn)	-13%	-4%	3%	2%	?	9%	-6	4%	-1%	-18%
CCC1CN(C(=O)N2CCC(C(=O)NCc3ccccc3OC)CC2)c2cc(C)ccc2O1 (stereo not drawn)	5%	2%	-18%	1%	9%	-3%	-3	1%	1%	/
FC(F)(F)c1cc(-c2ccc(Cl)cc2)nc(NCc2cccnc2)n1	6%	1%	1%	4%	15%	1%	-7	/	-4%	/
CCCOC(=O)c1ccc(OCC(O)CN2CCN(C(=O)c3ccccc3)CC2)cc1 (stereo not drawn)	-1%	18%	-2%	-1%	-6%	-26%	7	-5%	-3%	-22%
CCN(CC)S(=O)(=O)c1ccc(N2CCOCC2)c(NS(=O)(=O)c2ccc(OC)cc2)c1	2%	-2%	-28%	0%	10%	7%	-1	4%	2%	/
CC(=O)NC(CC(=O)Nc1ccc(S(=O)(=O)NC2=NCCCCC2)cc1)c1ccccc1 (stereo not drawn)	3%	2%	-3%	3%	/	/	-4	/	0%	/
CCCc1c(C)nc(N2CCN(c3ccccc3F)CC2)[nH]c1=O	1%	4%	4%	0%	3%	0%	4	-3%	-2%	-12%
Nc1cc(C(F)(F)F)ccc1C(=O)O	/	2%	/	4%	5%	2%	6	-3%[46.1 µM]	/	1%
CCOC(=O)/C(C#N)=C/c1cc(C)n(-c2ccc(Br)cc2)c1C	/	-2%	/	/	20%	4%	-7	/	/	5%
Cc1c(Cl)cccc1NC(=O)C1CCCN(S(C)(=O)=O)C1 (stereo not drawn)	0%	-1%	0%	-4%	22%	-6%	11	5%	-2%	-6%
COc1ccccc1/C=C/C1(C(=O)NC2CCCC2)CC(=O)N1c1ccc(C)cc1 (stereo not drawn)	-1%	23%	-28%	/	1%	-1%	-10	-1%[46.1 µM]	-5%	-17%
COCCCNc1nc(N)c([N+](=O)[O-])c(Nc2cc(OC)ccc2OC)n1	-3%	-5%	3%	0%	-7%	8%	-5	-2%	-8%	/
CCn1c(SC(C)C(=O)O)nnc1-c1cccnc1 (stereo not drawn)	-3%	3%	-7%	/	27%	-6%	-16	-1%	-7%	?
CCN(CC)c1ccc(C(=O)NNC(=O)CNC(=O)c2ccco2)cc1	1%	0%	5%	-2%	/	/	-3	1%	-3%	/
CCOC(=O)N1CCN(c2ccc(C(=O)c3cccc(F)c3)cc2)CC1	-2%	-1%	0%	/	0%	23%	-19	-4%	-6%	-9%
COc1ccc(S(=O)(=O)n2c([N+](=O)[O-])cnc2C)c(C)c1C	2%	1%	11%	0%	-7%	0%	-4	-1%	5%	10%
COc1ccc(C=CC(=O)c2c(OC)cc(OC)c(OC)c2O)cc1	-22%	/	-25%	/	/	/	/	-4%	0%	/
COc1ccc(C)cc1S(=O)(=O)Nc1cccc(C)c1	-1%	-1%	1%	2%	30%[activator]	-4%	1	-1%	-11%	?
COc1cc(Cl)ccc1OCc1cc(C(=O)N2C[C@]3(C)C[C@H]2CC(C)(C)C3)no1	-1%	-7%	-62%[inhibitor]	4%	13%	-7%	-22	5%	2%	-14%
Cc1ccc(C)c(S(=O)(=O)NNC(=O)Nc2ccccc2Cl)c1	-6%	-4%	-2%	19%	0%	3%	-2	0%	-1%	/
CC(Nc1ccc2c(c1)OCCO2)C(=O)N1CCc2ccccc21 (stereo not drawn)	0%	-3%	-16%	-2%	3%	-4%	-1	-7%	0%	-7%
O=C(NCCCN1CCOCC1)c1cccc(S(=O)(=O)NCc2ccccc2)c1	-1%	4%	9%	7%	/	/	-8	-9%	-2%	/
COc1ccc(NC(=O)COc2coc(CN3c4ccccc4CC3C)cc2=O)cc1 (stereo not drawn)	-1%	-1%	-9%	3%	/	/	-11	8%	-1%	/

# Later entries:
# Fields – S-ASM inh	Mito fusion yeast	a7 integrin act	A-T KAP1 phos	MLL CXXC-DNA inh	MBNL1-CUG inh	TSHR antag	TCR activator	PTAP TSG101 blk	Menin MLL FP TR
CC12CC3CC(C)(C1)CC(C(=O)NC(=S)N1CCOCC1)(C3)C2
    0%	8%	2%	3%	-1%	-7%	1	/	-4%	-6%
CN1CCC[C@H]1CCNc1ccc2c(=O)c3ccccc3n(C)c2c1
    i	/	-12%	/	/	/	/	7%	-3%	/
CCOCCCNC(=O)C(NC(=O)CC1NC(=O)NC1=O)c1ccc(Cl)cc1 (stereo not drawn)
    2%	0%	-17%	-2%	-5%	-1%	15	-2%	-2%	12%
NC(=O)C1CCN(C(=S)NCc2ccc3c(c2)OCO3)CC1
    2%	-1%	12%	7%	0%	4%	3	-3%	-3%	-9%
O=C1N=c2ccc([N+](=O)[O-])cc2=C1c1sc(=O)[nH]c1O
    0%	1%	32%	0%	-7%	?	-17	1%	-3%	?
O=C(Nc1ccc(N2C(=O)c3cccc4cccc(c34)C2=O)cc1)c1ccc(N2CCCCC2)c([N+](=O)[O-])c1
    1%	-1%	26%	-4%	2%	/	10	5%[46.1 µM]	-8%	11%
NS(=O)(=O)c1ccc(CCNC(=O)CSc2nc3ccccc3c(=O)n2CCC(=O)N2CCCCC2)cc1
    0%	-2%	-30%	4%	-4%	1%	4	0%	1%	9%
O=C(COC(=O)c1ccc([N+](=O)[O-])o1)NCc1ccc(F)cc1
    -2%	/	-66%[inhibitor]	13%	/	/	/	0%	2%	/
O=C(NCCCN1CCCC1=O)c1cncc(Br)c1
    2%	2%	1%	-5%	6%	-3%	10	4%	-4%	45%[activator]
COc1ccc(OCC(=O)OC2CCCN(C)C2)cc1 (stereo not drawn)
    -5%	-4%	13%	-4%	3%	-12%	-3	2%	0%	/

# For reference, 2 of the compounds above.
# Fields – S-ASM inh	Mito fusion yeast	a7 integrin act	A-T KAP1 phos	MLL CXXC-DNA inh	MBNL1-CUG inh	TSHR antag	TCR activator	PTAP TSG101 blk	Menin MLL FP TR
CCOCCCNC(=O)C(NC(=O)CC1NC(=O)NC1=O)c1ccc(Cl)cc1 (stereo not drawn)
    2%	0%	-17%	-2%	-5%	-1%	15	-2%	-2%	12%
NC(=O)C1CCN(C(=S)NCc2ccc3c(c2)OCO3)CC1
    2%	-1%	12%	7%	0%	4%	3	-3%	-3%	-9%

# Not all compounds are listed; count on the stated rates, not on these rows.
